hcDAF12 agonist: H. contortus DAF-12 nuclear receptor activators, primary screen, cell-based, luminescence, HEK293, lit1-tk-luc reporter; activation, % at 6.8 µM; HEK293 hcDAF-12 lit1-tk-luc reporter; 0% DMSO, 100% Δ7-dafachronic acid; AID 652067, 2013; actives 1.4% (n = 370,000);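 active means activation above the mean of all tested compounds plus 3 SD, cut at about 5.5% in these data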;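 further: 100% = response to 3 µM Δ7-dafachronic acid high control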
DAX1 inh-1: DAX1 (NR0B1) inhibitors on StAR promoter, primary screen, cell-based, luminescence, SF-1 (NR5A1), full-length DAX-1 | HEK293T StAR-luciferase reporter, SF-1/DAX-1 repression relief | inhibition, % at 6.8 µM | actives 1.1% (n = 370,000) | AID 652010, 2013;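 active means inhibition above the mean over all tested compounds plus 3 SD, cut at about 3.6% in these data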;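 further: 0% = DAX-1 cells with DMSO and 100% = cells lacking DAX-1 with DMSO; higher inhibition means more luminescence from relief of DAX-1 repression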
ssDAF12 agonist: S. stercoralis DAF-12 nuclear receptor activators, primary screen, cell-based, luminescence, HEK293, GRIP1 co-expression, lit1-tk-luc. Nuclear hormone receptor DAF-12 (Strongyloides stercoralis). HEK293 ssDAF-12/GRIP1 lit1-tk-luc reporter; % of 3 µM dafachronic acid response. activation, % at 6.8 µM. actives 1% (n = 370,000). AID 652126, 2013;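 active means activation above the mean over all tested compounds plus 3 SD, cut at about 0.9% in these data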;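 further: 0% = DMSO-only wells and 100% = 3 µM delta7-dafachronic acid wells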
DAX1 inh-2: DAX1 (NR0B1) inhibitors, primary screen, cell-based, HEK293, Gal4-DAX1, luciferase luminescence; Nuclear receptor subfamily 0 group B member 1 (Homo sapiens), P51843; HEK293 Gal4-DAX1 luciferase reporter; inhibition, % at 6.75 µM; actives 0.99% (n = 340,000); AID 504766, 2011;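 active means inhibition above the mean over all tested compounds plus 3 SD, cut at about 4.2% in these data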;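 further: 0% = DAX1-transfected cells with DMSO and 100% = empty-vector control cells with DMSO; inhibition shows as a rise in luminescence from relieved DAX1 repression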
GAA850 FXN act: FXN promoter activators, primary screen, cell-based, luciferase luminescence, HEK293 lucGAA850; HEK293 lucGAA850 FXN promoter luciferase reporter, 24 h; percent of 10 µM SAHA response; activation, % at 6 µM; actives 0.56% (n = 360,000);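 active means activation above the average of all compounds screened plus 3 SD, cutoff fixed separately per campaign, cut at about 7.5% in these data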;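 further: 0% = DMSO wells and 100% = 10 µM SAHA wells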
ADAM10 inh: human ADAM10 inhibitors, primary screen, biochemical, QFRET, HTS | inhibition, % at 7 µM | AID 720582, 2013 | recombinant ADAM10, EDANS/DABCYL FRET peptide cleavage, 3 h | actives 0.62% (n = 370,000);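 active means inhibition above a per-campaign cutoff equal to the mean of compounds falling between control-based bounds plus 3 SD, cut at about 20% in these data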;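 further: 0% = DMSO wells while the 100% control is not disclosed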
Target sequence (O14672 214-748 limits assumed): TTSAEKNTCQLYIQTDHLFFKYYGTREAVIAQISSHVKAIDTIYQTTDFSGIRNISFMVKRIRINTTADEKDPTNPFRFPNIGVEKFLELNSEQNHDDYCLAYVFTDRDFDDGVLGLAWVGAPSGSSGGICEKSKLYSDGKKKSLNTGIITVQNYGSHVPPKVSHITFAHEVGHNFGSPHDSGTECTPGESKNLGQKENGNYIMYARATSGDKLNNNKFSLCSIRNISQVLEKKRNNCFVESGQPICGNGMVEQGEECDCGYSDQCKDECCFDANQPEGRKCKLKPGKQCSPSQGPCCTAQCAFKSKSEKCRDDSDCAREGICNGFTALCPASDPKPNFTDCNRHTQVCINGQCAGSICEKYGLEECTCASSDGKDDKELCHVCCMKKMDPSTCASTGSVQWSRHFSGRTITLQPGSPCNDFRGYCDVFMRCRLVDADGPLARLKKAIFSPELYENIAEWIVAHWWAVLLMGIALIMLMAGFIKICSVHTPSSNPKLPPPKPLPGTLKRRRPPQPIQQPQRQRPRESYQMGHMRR
GC-A act: GC-A stimulated cGMP production enhancers – HEK293 GC-A cells, cGMP TR-FRET, EC30 ANP, primary screen; activation, % at 10 µM; Atrial natriuretic peptide receptor 1 (Homo sapiens), P16066; 0% at EC30 ANP, 100% saturating ANP; AID 1671463, 2021; actives 0.14% (n = 370,000); in the data active means activation above about 40%
ADAM17 inh: ADAM17 inhibitors, primary screen, biochemical, QFRET; Disintegrin and metalloproteinase domain-containing protein 17 (Homo sapiens), P78536; recombinant ADAM17, EDANS/DABCYL FRET peptide cleavage; inhibition, % at 6.95 µM; actives 0.83% (n = 370,000); AID 720648, 2013;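 active means inhibition above the mean of compounds lying between control limits plus 3 SD, set per campaign, cut at about 8.5% in these data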;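 further: 0% = DMSO-only wells as the low control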
Target sequence (P78536 215-824 limits assumed): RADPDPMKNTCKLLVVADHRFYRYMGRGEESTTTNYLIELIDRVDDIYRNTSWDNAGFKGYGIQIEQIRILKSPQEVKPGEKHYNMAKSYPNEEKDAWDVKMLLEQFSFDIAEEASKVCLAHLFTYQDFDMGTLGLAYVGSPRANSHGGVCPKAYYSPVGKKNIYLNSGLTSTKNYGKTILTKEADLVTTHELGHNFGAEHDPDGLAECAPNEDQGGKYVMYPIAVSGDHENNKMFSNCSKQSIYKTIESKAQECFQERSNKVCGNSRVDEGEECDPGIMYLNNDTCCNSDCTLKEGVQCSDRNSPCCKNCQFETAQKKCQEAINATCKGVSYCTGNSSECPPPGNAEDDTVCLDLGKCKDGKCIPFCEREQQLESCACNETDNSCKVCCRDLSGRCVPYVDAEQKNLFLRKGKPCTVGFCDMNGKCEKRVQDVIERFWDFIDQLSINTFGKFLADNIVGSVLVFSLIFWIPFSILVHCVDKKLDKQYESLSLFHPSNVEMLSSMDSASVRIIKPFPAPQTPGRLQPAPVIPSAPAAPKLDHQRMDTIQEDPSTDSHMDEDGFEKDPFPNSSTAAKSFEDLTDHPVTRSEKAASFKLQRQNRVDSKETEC
PG9 binder: binders of HIV-1 gp120 antibody PG9, primary screen, biochemical, TR-FRET; HIV-1 gp120 / PG9 antibody interaction; TR-FRET gp120-PG9 antibody binding; inhibition, % at 6.7 µM; actives 0.43% (n = 360,000); AID 624416, 2012; in the data active means inhibition above about 8.5%
hgDAF-12 ag: H. glycines DAF-12 receptor agonists, primary screen, cell-based, luminescence, HEK293, GAL4 fusion, UAS-luciferase | AID 687014, 2013 | actives 1.8% (n = 370,000) | activation, % at 6.8 µM | HEK293 GAL4-hgDAF12 UAS-luciferase reporter, agonist luminescence; normalized to butyrate control;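 active means activation above a cutoff set at the mean of all screened compounds plus 3 SD, cut at about 10% in these data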;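 further: 0% = DMSO wells and 100% = sodium butyrate wells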
SMARCA2 act: SMARCA2 (BRM) function activators, primary screen, cell-based, luminescence, high throughput; MG213 cells, MMTV-luciferase reporter, dexamethasone, overnight; activation, % at 9.1 µM; actives 1% (n = 370,000); in the data active means activation above about 7.8%;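 further: 0% = vehicle wells and 100% = reference activator wells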
An asterisk follows results filed as active; i = inactive; . = not tested or not shown. Rows are unselected; overall some 6.8% were active at least once.

Fields – hcDAF12 agonist	DAX1 inh-1	ssDAF12 agonist	DAX1 inh-2	GAA850 FXN act	ADAM10 inh	GC-A act	ADAM17 inh	PG9 binder	hgDAF-12 ag	SMARCA2 act
O=C(CNS(=O)(=O)c1ccccc1)NCc1ccccn1
  0.1	0.1	-0.8	-0.5	0.5	-1	3	-1	-1.8	-2.0	-2
O=C(N/N=C/c1ccc2c(c1)OCO2)C1CC1
  -0.1	1.1	-0.6	1.3	2.5	-3	3	-4	-0.9	5.0	5
CCc1nc2nc(C)c(NS(=O)(=O)c3ccc(Cl)s3)c(=O)n2[nH]1
  5.1	0.1	0.4	0.2	0.8	4	1	-3	-0.4	1.3	0
CC1(C)CC(O)(CNCc2ccc3c(c2)OCO3)CCO1 (configuration not stated)
  -0.2	-0.1	-1.3	1.6	-1.3	-12	-1	-2	0.6	-0.7	0
O=C(CC1Sc2ccccc2NC1=O)Nc1cccc(-c2nnc3n2CCCCC3)c1 (configuration not stated)
  2.4	0.4	-0.1	-1.1	1.0	6	-4	1	0.4	-1.3	3
COc1ccc(C(=O)NC(=S)N(C)Cc2ccccc2)cc1Br
  1.1	0.5	-1.0	0.5	1.7	1	2	-1	-2.4	-0.2	3
COc1ccccc1NS(=O)(=O)c1cc(NC(=O)c2[nH]c(C)c(C(C)=O)c2C)ccc1N1CCOCC1
  3.9	4.0*	-1.1	1.3	-5.4	15	-1	7	4.2	-8.7	9.9*
CCCCNC(=O)c1c(CSc2ccccc2)noc1C(=O)NCc1ccccc1
  0.2	-0.2	-0.9	-0.4	0.8	18	-2	2	-1.9	-0.7	0
CNC(=O)/C(C#N)=C/c1c(N2CC(C)OC(C)C2)nc2ccccn2c1=O (configuration not stated)
  -1.4	0.2	-1.3	0.9	1.8	i	-1	-159	-1.1	-2.0	-1
Cc1cccc(N2CCN(C(=O)CCS(=O)(=O)c3ccc4c(c3)NC(=O)C(C)S4)CC2)c1C (configuration not stated)
  -2.4	-0.1	-1.0	2.5	1.9	4	-19	-6	1.1	-0.7	-1

Additional compounds.
Fields – hcDAF12 agonist	DAX1 inh-1	ssDAF12 agonist	DAX1 inh-2	GAA850 FXN act	ADAM10 inh	GC-A act	ADAM17 inh	PG9 binder	hgDAF-12 ag	SMARCA2 act
CS(=O)(=O)c1sc(C(=O)NC(=O)Nc2cccc(C(F)(F)F)c2)c2c1C=CCC2
  0.5	-0.7	-0.8	3.0	1.0	-4	5	-2	-1.1	4.3	-4
O=C(/C=C/c1ccc2c(c1)OCO2)N1CCN(c2ccc(Cl)cc2)CC1
  0.9	0.1	-0.3	0.6	0.8	0	0	0	-2.7	0.3	0
O=c1c2cnn(-c3ccccc3Cl)c2ncn1Cc1cccnc1
  -0.9	0.2	-1.8	0.4	0.2	-8	0	-2	-0.4	1.4	-2
N#CC1C(=O)NC(=O)C(C#N)C12CCCc1sccc12 (configuration not stated)
  -2.4	0.0	0.7	0.4	1.4	-11	3	-1	-0.8	-2.9	-3
COc1ccc2nc(NC(=O)NC3CCCCC3)sc2c1
  -0.4	1.0	-0.4	0.1	2.6	2	-1	0	0.6	8.2	5
COc1ccc(CCNC(=O)CCSCc2ccccc2F)cc1OC
  -0.1	0.2	-1.3	0.4	-0.4	12	-1	7	-0.9	-0.6	2
CCCCCCCCN1C(=O)[C@H](CC(=O)NCc2ccc(C)o2)C[C@@]2(C(=O)OC)CCCCC=C12
  -1.1	-0.7	-1.0	.	.	-3	3	-1	-0.2	0.2	3
CCOC(=O)c1cnc(SC)nc1Sc1ccc(Cl)cc1Cl
  0.4	-0.1	-1.2	1.7	4.1	6	-5	1	-0.6	-1.3	2
O=C(CCN1C(=O)/C(=C/c2ccccc2)SC1=S)NNC(=O)c1ccncc1
  -1.3	0.0	-0.9	0.6	0.1	-1	-1	-2	-3.5	3.6	2
O=C(c1ccccc1C(=O)N1CCN(c2ccccc2F)CC1)N1CCN(c2ccccc2F)CC1
  -0.7	0.0	-1.4	-1.4	6.2	2	2	1	1.0	-0.4	-3

(list continues)
Fields – hcDAF12 agonist	DAX1 inh-1	ssDAF12 agonist	DAX1 inh-2	GAA850 FXN act	ADAM10 inh	GC-A act	ADAM17 inh	PG9 binder	hgDAF-12 ag	SMARCA2 act
CCOc1ccc(N(CC(=O)Nc2ccc(C)cc2C)S(C)(=O)=O)cc1
  -0.8	0.4	-1.0	-0.7	0.6	-5	3	1	1.4	-2.3	0
CCOC(=O)c1cnc2ccc(C(=O)OC)cc2c1NCCCN1CCOCC1
  -1.6	0.9	-1.4	0.9	5.2	-84	19	-30	-0.6	-0.7	6
COC(=O)[C@]12CCCCC=C1N(CCC1=CCCCC1)C(=O)[C@H](CC(=O)N1CCCCC1)C2
  -2.0	-1.3	-1.6	.	.	2	-1	0	-1.3	4.7	-2
COc1ccc([C@H]2C[C@H](O)[C@@H](n3cc(C4CC4)nn3)CN2CC2CCCCC2)cc1
  -1.1	-0.6	-0.4	-0.2	0.6	-19	-7	-3	-2.2	-2.1	-6
COc1ccc(NC(=O)CSc2nc3ccccc3c(=O)n2CCCN2CCC(C)CC2)c(OC)c1
  2.4	0.5	-1.3	0.2	1.4	4	-34	-7	-1.7	-1.7	-4
COC(=O)C[C@@H]1C[C@@H]2c3cc(NS(=O)(=O)c4ccccc4)ccc3O[C@@H]2[C@@H](CO)O1
  0.3	0.8	-1.5	1.1	0.7	-47	-6	0	1.2	13*	3
COc1ccc(C2C(C(=O)N3CCN(c4ccccn4)CC3)CC(=O)N2c2ccc(OC)cc2)cc1 (configuration not stated)
  -2.2	-0.2	-1.5	-2.0	-1.6	-7	0	-4	1.9	-1.1	-1
COc1cc(/C=N/NC(=O)c2cccc(NC(=O)c3ccccc3C)c2)ccc1O
  -0.6	0.0	-1.2	-0.6	1.1	10	2	6	-1.7	2.6	0
Cc1ccccc1N1C(=O)C(Oc2ccc(Cl)cc2)C1CNCCCOC(C)C (configuration not stated)
  -1.7	0.2	-2.2	-1.2	-6.2	9	-3	0	-2.4	-4.1	-2
COc1ccc(NS(=O)(=O)c2c(C)cc(C)cc2C)cc1
  -1.9	-1.2	-1.6	0.4	2.2	-1	-16	-6	-0.9	-2.8	-7

(cont.)
Fields – hcDAF12 agonist	DAX1 inh-1	ssDAF12 agonist	DAX1 inh-2	GAA850 FXN act	ADAM10 inh	GC-A act	ADAM17 inh	PG9 binder	hgDAF-12 ag	SMARCA2 act
COc1ccccc1CNC(=O)C1CC(c2ccccc2F)=NO1 (configuration not stated)
  -1.2	0.5	-1.1	0.3	2.2	4	0	3	0.9	1.4	2
C/C(=N\NC(=O)c1cc(-c2ccncc2)nc2ccccc12)c1ccc(N2CCOCC2)cc1
  0.5	-1.9	-0.3	-1.0	-2.3	5	-3	3	-2.1	3.1	1
CC(C)N(C(=O)CS(=O)(=O)c1ccc(Cl)c(Cl)c1)C(C)C
  -0.6	-0.1	-1.1	0.0	0.1	4	0	0	-2.1	-1.1	-1
CC(C)Cn1c(N)c(C(=O)COC(=O)c2cnccn2)c(=O)n(C)c1=O
  -0.5	-1.6	-1.3	-1.4	1.6	-8	0	-2	-3.0	3.0	-1
COc1ccc(/C=C/C2=CCN(Cc3ccc(OC)cc3)CC2)cc1
  -1.2	-0.4	-2.2	.	0.0	2	-3	1	-3.6	-0.5	-6
CCOc1ccccc1NS(=O)(=O)c1csc(C(N)=O)c1
  -1.1	-0.2	-1.0	-0.4	-0.4	-3	0	-2	-0.3	1.6	0
CCOC(=O)C1CCN(S(=O)(=O)c2ccc3[nH]c4c(c3c2)CCCC4)CC1
  -3.0	-2.3	-1.0	-0.5	-1.8	7	2	-2	-2.6	-1.7	0
COc1ccc(C)cc1NC(=O)CSc1nnc(CC(=O)Nc2ccccc2C)n1C
  -0.5	-0.1	-0.8	1.3	0.4	7	1	8.7*	-5.3	-0.8	-4
O=C(CN1C(=O)NC2(CCc3ccccc32)C1=O)Nc1cccc(Cl)c1 (configuration not stated)
  -1.0	-0.7	0.1	-1.3	-2.0	5	-4	-3	3.3	-1.8	-5
COc1ccc(Cl)cc1N(CC(=O)N1CCCC1)S(C)(=O)=O
  -0.7	-0.9	-0.7	1.3	2.0	-2	0	-2	-0.2	-0.2	-1

New compounds follow.
Fields – hcDAF12 agonist	DAX1 inh-1	ssDAF12 agonist	DAX1 inh-2	GAA850 FXN act	ADAM10 inh	GC-A act	ADAM17 inh	PG9 binder	hgDAF-12 ag	SMARCA2 act
CCn1c(C)cc(C(=O)CN2C(=O)c3ccccc3S2(=O)=O)c1C
  -3.8	-3.5	-2.1	-3.1	-11	-16	0	-1	0.1	-10	-4
CC1CCCN(S(=O)(=O)c2ccc(C(=O)Nc3nnc(C4=COCCO4)o3)cc2)C1 (configuration not stated)
  -1.4	-0.5	-1.0	-0.7	-0.1	0	2	1	-2.6	1.7	3
CC12C=CC(=O)C=C1CCC1C3CCC(O)(C(=O)CO)C3(C)CC(O)C12F (configuration not stated)
  0.0	0.6	-0.5	3.3	3.4	-8	2	-2	0.6	-4.2	-2
Cc1ccc(C)c(NC(=O)CN(C)C(=O)c2cc([N+](=O)[O-])ccc2N2CCOCC2)c1
  -1.1	-0.4	-1.4	-0.1	0.0	-6	-4	-3	0.1	-1.6	-2
N#C/C(=C\c1ccc(Cl)cc1)C(=O)Nc1cccnc1
  1.8	0.3	-1.4	-0.2	0.7	-5	-12	0	-2.1	-1.6	-2
CC(=O)Nc1ccc(NC(=O)C2CCN(c3c(Cc4ccccc4)c(C)nc4ncnn34)CC2)cc1
  0.5	0.1	-1.4	-0.5	0.1	2	-3	-1	0.4	-0.3	0
CC(C)CN1CCN=C1Nc1ccccc1
  -1.3	-0.1	-0.7	1.3	-0.2	-5	0	-1	-1.0	0.5	2
CCOc1ccc2nc(SCC(=O)N3CCCCCC3)c(C#N)cc2c1
  1.1	0.0	-0.9	1.7	-0.4	2	-1	-7	-1.1	-0.7	-3
O=C(NC1C2CC3CC(C2)CC1C3)C1CCCCC1 (configuration not stated)
  -0.6	-0.4	-0.4	1.1	2.1	4	5	8.6*	-1.7	-2.4	-4
Nc1nc(-c2ccc(Cl)cc2)nnc1-c1ccc(Br)cc1
  1.2	1.4	-0.9	3.0	1.8	8	-2	-2	13*	8.2	4
CCc1nc2ccc(C(=O)N3CCN(C(=O)c4ccco4)CC3)cn2c1N(C)Cc1nccs1
  0.2	1.0	-0.3	.	-0.6	-7	1	-5	-1.9	5.6	2
COc1ccc(NC(=O)Nc2cc(C)ccc2OC(F)F)c(OC)c1
  0.1	-0.3	-1.9	-0.8	-2.4	8	-2	1	-1.9	-2.0	-5

Screening results (PubChem)
